# High-throughput results as filed in PubChem BioAssay.
# BRCT PPI green: qHTS Assay for Inhibitors of BRCT-Phosphoprotein Interaction (Green Fluorophore) | BRCA1 BRCT-phosphopeptide binding, green fluorescence polarization | Potency, µM (top dose mostly 76.9 µM), inactives show at the top dose activity change, negative = inhibition, most hits filed as inhibitors | 75,000 tested, 0.05% active | Breast cancer type 1 susceptibility protein (Homo sapiens), P38398 | AID 875, 2007;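 further: potency means the concentration at half of the fitted maximal effect; plate controls were peptide without protein for full effect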
#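 Fluorescence polarization: His-tagged BRCT (~35 kDa BRCA1 C-terminus, 250 nM) bound to 100 nM fluorescein-labeled phosphorylated 10-aa BACH1 peptide, pH 7.3 phosphate buffer with DTT and Tween 20. Compounds incubated 12 min at room temperature; inhibition read as lowered polarization.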
# Caspase-7 inhib: qHTS Assay for Allosteric/Competitive Inhibitors of Caspase-7; AID 889, 2007; P55210; 75,000 tested, 0.02% active; recombinant caspase-7, Ac-DEVD-AFC fluorescence rate; Potency, µM (top dose mostly 57.5 µM), for inactives: at the highest dose activity change, negative = inhibition, usual class: inhibitors; active means well fitted inhibition curve with a large enough effect in the main read-out, with a control signal flat, not every such curve was filed as active; inconclusive means small, poorly fitted or top-dose-only effect, or a change in a side signal; further: potency means the concentration at half of the fitted maximal effect; % of control where 0% means no effect
# USP2a inh: qHTS Assay for Inhibitors of Ubiquitin-specific Protease USP2a; Ubiquitin carboxyl-terminal hydrolase 2 (Homo sapiens), O75604; 60,000 tested, 0.1% active; Potency, µM (top dose mostly 38.3 µM), for the others: at the top dose activity change, negative = inhibition, usual class: inhibitors; USP2a enzymatic assay, qHTS inhibition;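 further: potency means the concentration at half of the fitted maximal effect; nearly all actives have a fitted effect of over 60% in size; plate controls were DMSO for no effect and NEM full inhibition control for full effect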
#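 USP2 core (20 nM final) was preincubated with compound for 30 min at RT in 20 mM Tris-HCl pH 8.0, 2 mM CaCl2, 2 mM beta-mercaptoethanol; Ub-PLA2 (20 nM) plus NBD C6-HPC (20 uM) then added, fluorescence read after 2.5 h.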
# Casp1 inh: qHTS Assay for Allosteric/Competitive Inhibitors of Caspase-1; 75,000 tested, 0.03% active; Caspase-1 enzyme, Ac-WEHD-AFC fluorogenic rate; Potency, µM (titrated, usually from 57.5 µM), inactives show top-dose activity change, negative = inhibition, actives largely listed as inhibitors; AID 900, 2007;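 further: potency means the concentration at half of the fitted maximal effect; plate controls were vehicle for no effect and no substrate for full effect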
# Target sequence (P29466 120-297 limits assumed): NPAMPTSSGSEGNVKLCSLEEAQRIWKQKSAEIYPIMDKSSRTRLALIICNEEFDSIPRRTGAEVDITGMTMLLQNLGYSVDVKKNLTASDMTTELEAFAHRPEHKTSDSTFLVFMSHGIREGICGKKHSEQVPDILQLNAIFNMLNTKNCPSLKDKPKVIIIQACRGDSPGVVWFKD
# Target sequence (P29466 317-404 limits assumed): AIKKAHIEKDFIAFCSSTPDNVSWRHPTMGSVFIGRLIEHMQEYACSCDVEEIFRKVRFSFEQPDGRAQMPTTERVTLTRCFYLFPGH
# BRCT PPI red: qHTS Assay for Inhibitors of BRCT-Phosphoprotein Interaction (Red Fluorophore) | BRCT-phosphopeptide binding, red fluorescence polarization | Potency, µM (top dose mostly 76.9 µM), inactives show top-dose activity change, negative = inhibition, actives largely listed as inhibitors | 75,000 tested, 0.03% active; further: on the % scale 0 is the no-effect control and ±100 the full control effect
#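 Rhodamine-labelled pBACH1 10-mer (100 nM) bound to BRCT domain (100 nM) at pH 7.3; compounds incubated 12 min room temperature, polarization read. Free peptide defines full inhibition; unlabelled decapeptide titrated as control.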
# * hit, by the source's call; ? = inconclusive; . = not tested or not shown; [ ] = remark or other dose. Unless noted, the call rests on the fitted dose curve; in most records, active means well fitted curve in the direction sought with a large enough effect; inconclusive means small, poorly fitted or top-dose-only effect, or another doubt; inactive means no such curve, though single readings can be large; an effect the other way counts as inactive or inconclusive. This is a subset; rates above refer to the full screens.
1	CC(=O)OC1CCC2(C)C3CCC4(C)C(CC5CCCCC54C(C)=O)C3CC(=O)[C@@]2(O)C1 (stereo not given in full)
2	O=C(O)C1=C[C@@H](O)[C@@H](O)[C@H](O)C1
3	Cn1c(N)c(C(=O)COC(=O)c2cc(C(F)(F)F)nc3ccccc23)c(=O)n(Cc2ccccc2)c1=O
4	O=C1c2c(O)cc(O)cc2OC(c2ccc(O)c(O)c2)C1O (stereo not given)
5	COc1c(O)c(O)cc2c1oc1c3cc(C)ccc3oc(=O)c21
6	Cn1c(N)c(C(=O)COC(=O)c2cc(-c3ccco3)nc3ccccc23)c(=O)n(C)c1=O

compound no.	1	2	3	4	5	6
BRCT PPI red	0.3%	0.2%	1.1%	1.1%	-1.1%	-0.1%
Casp1 inh	-1.4%	-1.5%	-5.1%	-0.9%	-4.3%	?
BRCT PPI green	-1.2%	-3.5%	4.8%	-1.0%	-0.2%	2.3%
Caspase-7 inhib	-1.7%	0.0%	-6.6%	-1.5%	-6.2%	?
USP2a inh	.	.	.	.	.	.

# Along the list, quoted from above:
# BRCT PPI red for nos. 1–6, in order: 0.3%, 0.2%, 1.1%, 1.1%, -1.1%, -0.1%
# Casp1 inh for nos. 1–6, in order: -1.4%, -1.5%, -5.1%, -0.9%, -4.3%, ?

# The listing picks up, starting four compounds before the break.
3	Cn1c(N)c(C(=O)COC(=O)c2cc(C(F)(F)F)nc3ccccc23)c(=O)n(Cc2ccccc2)c1=O
4	O=C1c2c(O)cc(O)cc2OC(c2ccc(O)c(O)c2)C1O (stereo not given)
5	COc1c(O)c(O)cc2c1oc1c3cc(C)ccc3oc(=O)c21
6	Cn1c(N)c(C(=O)COC(=O)c2cc(-c3ccco3)nc3ccccc23)c(=O)n(C)c1=O
7	COC(=O)[C@@H]1C[C@@]2(O)[C@@H](O)[C@@H](O)[C@@H](O)C[C@H]2N1CC1CCCCC1
8	CCC1=C(OC(=O)N(CC)CC)N2C(=O)OC(=NCCOC)[C@]2(C)[C@H]2C1=CC[C@H]1C(=O)N(CC(=O)OC)C(=O)[C@H]12
9	CCC1=C2CC[C@H]3C(=O)N(CC(=O)OC)C(=O)[C@H]3[C@H]2[C@@]2(Cc3ccccc3)C(=NCCOC)OC(=O)N2C1=O
10	CCC1=C(OC(=O)N(CC)CC)N2C(=O)OC(=NCC(=O)OC)[C@]2(Cc2ccccc2)[C@H]2C1=CC[C@H]1C(=O)N(C)C(=O)[C@H]12
11	Cn1c(=O)c(C(=O)COC(=O)c2cc(-c3ccco3)nc3ccccc23)c(N)n(Cc2ccccc2)c1=O
12	CCC1=C2CC[C@H]3C(=O)N(c4ccccc4)C(=O)[C@H]3[C@H]2[C@@]2(C)C(=O)N(CC(=O)OC)C(=O)N2C1=O
13	CC1CC2C3CCC4=CC(=O)C=C[C@@]4(C)[C@]3(F)C(O)C[C@]2(C)[C@]1(O)C(=O)COP(=O)(O)O (stereo not given in full)

compound no.	3	4	5	6	7	8	9	10	11	12	13
BRCT PPI red	1.1%	1.1%	-1.1%	-0.1%	-0.3%	-2.5%	0.1%	-2.2%	1.4%	1.4%	-0.6%
Casp1 inh	-5.1%	-0.9%	-4.3%	?	1.0%	0.6%	-0.5%	-2.6%	-5.9%	-12.6%	.
BRCT PPI green	4.8%	-1.0%	-0.2%	2.3%	-2.0%	-6.7%	-1.1%	-1.1%	5.5%	-1.1%	0.5%[3.08 µM]
Caspase-7 inhib	-6.6%	-1.5%	-6.2%	?	5.1%	-1.7%	-3.6%	-3.6%	-10.4%	-2.4%	0.1%
USP2a inh	.	.	.	.	.	.	.	.	.	.	-10.3%
